HIF act – HIF pathway transcriptional activators, primary screen, cell-based, U2OS HRE-luciferase, luminescence; U2OS HRE-luciferase reporter; normalized: DMSO 0%, desferrioxamine 100%; activation, % at 7.5 µM (by protocol); hit rate 0.32% among 300,000;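 active = mean activation of at least 10% of the iron chelator positive control signal, with at least half of replicates also reaching 10%; inconclusive = mean and replicate majority disagree about reaching 10%; inactive = mean and most replicates under 10%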
SKKanGAS inh – S. pyogenes SKKanGAS growth inhibitors in kanamycin, primary screen, streptokinase expression inhibitor project, SKKanGAS strain, BacTiter-Glo luminescence. 6 h. hit rate 1.3% among 300,000. inhibition, % at 7.5 µM;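 active = mean replicate score, as percent of positive control median, at least 50; inconclusive = mean below 50 but one replicate at or above 50; inactive = mean and every replicate below 50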;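 also: strain carries kanamycin resistance gene driven by streptokinase promoter and grows in 40 µg/ml kanamycin; loss of luminescence reflects streptokinase promoter inhibition or plain growth inhibition; 0% = median of DMSO wells and 100% = positive control at its reference dose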
HSF1 inhib – HSF1 inhibitors in luciferase reporter cells, primary screen, cell-based, NIH3T3, luminescence. NIH3T3-HGL HSE-luciferase, MG132-induced, luminescence 8 h; stronger effect = lower value. activity change, negative = inhibition, % at 7.5 µM (by protocol). hit rate 0.77% among 300,000. AID 2098, 2009;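 active = more than half of replicate wells show activity change below -50%, luminescence cut by over half; inconclusive = some wells, but at most half, below -50%; inactive = no replicate well below -50%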;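 also: luciferase reports HSF-1 transcriptional activity via heat shock element; 0% = median of DMSO wells and -100% = zero luminescence signal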
HSP90 refold inh – HSP90 inhibitors, primary screen, cell lysate, luminescence; Heat shock protein HSP 90 (rabbit reticulocyte lysate; luciferase refolding); Rabbit reticulocyte lysate, luciferase refolding luminescence, 3 h; inhibition, % at 5.6 µM; hit rate 0.91% among 290,000; AID 1789, 2009;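 active = inhibition above the screen-wide mean plus 3 SD, computed separately per campaign, cut at about 16% in these data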;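 also: 0% = DMSO wells and 100% = 60 µM geldanamycin wells; inhibitors lower the luminescence because luciferase stays unfolded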
IEC-6 cytotox – cytotoxicity in IEC-6 intestinal epithelial cells, primary screen, cytotoxicity control for KLF5 inhibitor project, cell-based, luminescence | inhibition, % at 5 µM | IEC-6 cytotoxicity, luminescence viability | hit rate 0.78% among 290,000; in the data active = inhibition above about 22%;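 also: 0% = plate median of test compound wells and 100% = cytotoxic reference compound wells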
Platelet DG rel – inhibitors of platelet dense granule secretion, primary screen, cell-based, MLPCN, human platelets; human platelet-rich plasma, SFLLRN dense granule ATP release, luminescence; inhibition, %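 (compounds screened at 7.5 µM in platelet-rich plasma)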; hit rate 0.22% among 300,000;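 active = mean replicate score, as percent of positive control, at or above 50; inconclusive = mean below 50 but at least one replicate at or above 50; inactive = mean and every replicate below 50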
AI-2 QS mod – Vibrio harveyi AI-2 quorum sensing modulators, primary screen, JMH597 strain, luminescence/OD600 ratio; Vibrio harveyi JMH597 AI-2 luminescence/OD600 ratio, 9 h; stronger effect = lower value; strain lacks LuxN and CqsS sensors; 0 = neutral-control median; hit rate 0.4% among 300,000; activity change, % at 7.5 µM; AID 2094, 2009; in the data active = activity change below about -75%, passing the limit was not always enough; inconclusive = no clear call, values can overlap the other calls;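 also: luminescence divided by OD600 gain over 9 h not by final OD600 alone; inactives centre near 13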
aSyn 5UTR inh – MLPCN primary screen, SNCA 5' untranslated region; alpha-synuclein 5'UTR reporter, inhibitor activity; inhibition, % (tested at 7.5 µM); hit rate 0.82% among 300,000; in the data active = inhibition above about 60%; inconclusive = no clear call, values can overlap the other calls;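 also: H4 neuroglioblastoma cells stably carrying SNCA 5'UTR luciferase fusion; 0% = DMSO wells and 100% = positive control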
KLF5 inh – KLF5 expression inhibitors, primary screen, DLD-1 cells, luminescence | inhibition, % at 5 µM | hit rate 0.23% among 290,000 | DLD-1 KLF5 promoter-luciferase reporter;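 active = inhibition above a per-plate limit of that plate's mean compound inhibition plus 3 SD, cut at about 60% in these data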;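 also: 0% = DMSO wells and 100% = LY294002 at 200 µM; higher means less KLF5 promoter-driven luciferase light; inactives centre near -14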
HSF1 activator – HSF-1 activators, primary screen, NIH3T3-HGL cells, MG132 stress, luminescence, single point. activation, % at 9 µM. hit rate 1.7% among 300,000. NIH3T3-HGL HSF-1 luciferase reporter, 8 h; 100% = twice DMSO control signal;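 active = mean replicate activation of at least 50% with a set share of replicates each reaching 50%; inconclusive = only one of those two conditions met; inactive = mean below 50% and too few replicates reaching it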;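 also: 0% = median of the neutral control wells and 100% = twice that signal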
* marks the source's active call; other numbers are inactive results; ? = inconclusive; / = no result given. No enrichment for hits, and some 6% of all compounds hit somewhere here.

Under each structure – HIF act | SKKanGAS inh | HSF1 inhib | HSP90 refold inh | IEC-6 cytotox | Platelet DG rel | AI-2 QS mod | aSyn 5UTR inh | KLF5 inh | HSF1 activator
COc1ccccc1N1CCN(/N=C/c2cccc(Cl)c2)CC1
 : 2.1 | -1 | 16 | -5 | -2 | 2 | 20 | -196 | -114 | 60*
O=C(NCc1ccc2c(c1)OCO2)c1nnc(Cc2ccc(Cl)cc2)o1
 : 0.0 | -12 | 6 | -3 | 4 | 1 | 10 | 3 | -12 | 13
Cc1ccc(N(C(=O)CCl)C(C(=O)NC2CCCCC2)c2cccnc2)cc1C (stereo unspecified)
 : -0.4 | -3 | -1 | 4 | 80* | 1 | 19 | 22 | -11 | -7
c1nnc2c3c4c(sc3ncn12)CCC4
 : -0.1 | 7 | -12 | 3 | 4 | -2 | 8 | -14 | 5 | -16
COc1cc(C)nc(OCCNC(=O)COc2ccc(Cl)cc2C)n1
 : -0.9 | -5 | 0 | 1 | -2 | -2 | 36 | 1 | -25 | 2
COC(=O)c1ccc(Cn2nc(C(F)(F)F)cc2C)cc1
 : -0.1 | 3 | 0 | 3 | 0 | -3 | 19 | 9 | -7 | -9
O=C(CN(c1ccc(Cl)cc1)S(=O)(=O)c1ccccc1)N/N=C/c1ccco1
 : -0.1 | 7 | -6 | 4 | 1 | 1 | 16 | 3 | -1 | 15
Cc1oc(=O)c(NC(=O)c2ccccc2)cc1C(=O)c1ccccc1
 : 6.0 | 6 | 79 | -1 | -5 | 6 | 25 | -205 | -62 | 121*
CC(=O)N/C(=C/c1ccc(Cl)cc1)C(=O)NCCc1c[nH]c2ccccc12
 : -0.5 | -3 | 0 | -2 | -5 | 5 | 1 | 31 | 4 | 5
COCCNC(=O)c1cc(-c2ccc3c(c2)OCO3)on1
 : 1.5 | -7 | 14 | 5 | 3 | 10 | 16 | -48 | -105 | 23
Cc1ccc(S(=O)(=O)CCC(=O)OCC(=O)N(C)CC(=O)Nc2ccc(F)cc2)cc1
 : -0.3 | 9 | -8 | / | / | -6 | 39 | -2 | / | -27
CC1CCN(CCCCOc2ccc([N+](=O)[O-])cc2)CC1
 : -0.5 | -7 | 0 | -2 | -7 | 4 | 2 | -9 | 7 | 3
O=C1/C(=C/c2ccco2)CCC1C1CCCC1 (stereo unspecified)
 : 2.9 | 3 | 42 | -1 | 6 | -6 | 16 | -66 | -20 | 61*
O=C(c1ccc(F)cc1)N1CCCC(N2CCN(Cc3ccc4c(c3)OCO4)CC2)C1 (stereo unspecified)
 : -1.3 | -3 | -54* | -1 | 5 | 8 | 12 | -3 | -17 | -63
OCCNC(=S)NC1CCCCC1
 : 0.1 | -8 | -11 | 6 | 4 | 3 | 14 | 4 | -28 | 2
CCOC(=O)c1ccc(NC(=O)c2nc[nH]c2C(=O)N2CCc3ccccc3C2)cc1
 : 0.0 | 13 | 4 | / | / | 7 | 16 | 12 | / | -8
COc1ccc2oc(C(=O)OCC(=O)N(CCC#N)c3ccccc3)c(C)c2c1
 : 0.1 | -2 | -2 | -3 | -1 | 1 | 11 | 2 | -19 | -5
Fc1ccc2nc(-c3ccccc3)nc(SCc3nnc(-c4ccccc4)o3)c2c1
 : 0.5 | -8 | -8 | -3 | -4 | -4 | 0 | -23 | -15 | -11
CCOc1ccc(OCC)c(NS(=O)(=O)c2cn(C)cn2)c1
 : -0.4 | 0 | 4 | 2 | 5 | 0 | 9 | 0 | -15 | -9
CCOc1ccc(NC(=O)NNC(=O)c2ccc(Cl)cc2Cl)cc1
 : 0.3 | -5 | -27 | -3 | -6 | 1 | 8 | -3 | -38 | -38

The list continues:
Under each structure – HIF act | SKKanGAS inh | HSF1 inhib | HSP90 refold inh | IEC-6 cytotox | Platelet DG rel | AI-2 QS mod | aSyn 5UTR inh | KLF5 inh | HSF1 activator
C/C(=N\Nc1cccc([N+](=O)[O-])c1)c1cc(F)ccc1O
 : 1.8 | 2 | -8 | -4 | 13 | 1 | 2 | -131 | -33 | -5
CC1(S(=O)(=O)O)CC(=O)c2ccccc2C1=O (stereo unspecified)
 : 0.1 | 23 | 1 | 2 | -4 | -3 | -9 | 8 | -22 | -1
Cc1ccc(NC(=O)c2ccc(NS(=O)(=O)c3ccc4[nH]c(=O)[nH]c4c3)cc2)nc1
 : -2.4 | 10 | -3 | / | / | -1 | 17 | 5 | / | 11
COc1ccc(NC(=O)NC(C)C2CC3CCC2C3)cc1 (stereo unspecified)
 : 0.2 | -3 | -6 | 3 | 7 | 1 | 0 | -1 | -33 | -2
COc1ccc(CN2CCN(Cc3ccc4cc(F)ccc4n3)CC2CCO)c(C)c1C (stereo unspecified)
 : -0.7 | -5 | -33 | -3 | 4 | -3 | 5 | 34 | -14 | -47
Fc1ccc(C2=CC(c3ccco3)n3ncnc3N2)cc1 (stereo unspecified)
 : -0.6 | -3 | -2 | -2 | 0 | -4 | 8 | -27 | -8 | -7
CNC(=O)/C(=C\c1ccc([N+](=O)[O-])cc1)NC(C)=O
 : -0.4 | -3 | 1 | -1 | -2 | 6 | 2 | -3 | -2 | 5
CC(=O)Nc1ccc(S(=O)(=O)Nc2ccc3c(c2)CCC3)cc1
 : -1.6 | 1 | 2 | 1 | 2 | 1 | 15 | -10 | -22 | 9
Cc1c(Cl)cccc1NC(=O)N1CCN(C(=O)c2ccco2)CC1
 : -1.1 | 1 | -1 | -5 | -8 | 0 | 31 | -7 | -37 | 19
O/N=C/c1cn(-c2ccccc2)nc1-c1ccccc1
 : 2.0 | 0 | -1 | -4 | 2 | 2 | 2 | 19 | -14 | 13
CCn1cc(C(=O)N2CCCC2)c(=O)c2cc(S(=O)(=O)N3CCC(C)CC3)ccc21
 : -0.3 | 6 | -9 | -1 | -1 | -3 | 25 | -5 | -6 | -1
O=C(COc1ccccc1)Nc1ccc([N+](=O)[O-])cc1
 : 0.2 | 1 | 15 | 0 | 5 | -4 | 12 | 21 | 3 | 7
CNC(=O)c1cc(Cl)c(OC)c(OC)c1
 : -0.4 | 1 | -7 | -1 | 0 | 15 | 27 | -1 | -36 | 15
COc1cc(-c2nnc3sc(Cc4ccccc4)nn23)cc(OC)c1OC
 : -0.3 | 3 | -1 | 0 | 9 | 3 | -1 | 32 | -23 | 8
Cc1ccc(-n2nnc3c(=O)n(CC(=O)NCc4ccccc4)cnc32)cc1
 : -0.4 | -8 | 0 | 4 | 3 | 4 | 27 | 7 | -27 | -18
O=C1OCCN1c1c(-c2ccccc2)c(N2CCOCC2)nc2ccccc12
 : -0.9 | 6 | -2 | / | / | 1 | 13 | -1 | / | -5
O=C(NCc1cccc(Br)c1)C1CC(c2ccc(C(F)(F)F)cc2)=NO1 (stereo unspecified)
 : 0.7 | -1 | -3 | / | / | 2 | 15 | 8 | / | 8
N#CC1=C(S)N(c2ccccc2)C(c2cccs2)NC1=O (stereo unspecified)
 : 0.1 | -10 | -9 | 1 | 2 | -6 | 16 | -42 | -21 | -1
O=C(Cn1cnc2ccccc2c1=O)Nc1nc2ccccc2s1
 : 0.1 | 5 | -4 | -2 | 0 | -1 | -23 | -6 | -18 | -7
COc1ccc(OC)c(/C=N/NC(=O)c2[nH]ncc2Br)c1
 : 1.1 | -2 | 4 | 3 | -1 | 10 | 20 | -2 | -94 | 17

A different layout for some results above:
Molecule | HIF act | SKKanGAS inh | HSF1 inhib | HSP90 refold inh | IEC-6 cytotox | Platelet DG rel | AI-2 QS mod | aSyn 5UTR inh | KLF5 inh | HSF1 activator
O=C1OCCN1c1c(-c2ccccc2)c(N2CCOCC2)nc2ccccc12 | -0.9 | 6 | -2 | / | / | 1 | 13 | -1 | / | -5
O=C(NCc1cccc(Br)c1)C1CC(c2ccc(C(F)(F)F)cc2)=NO1 (stereo unspecified) | 0.7 | -1 | -3 | / | / | 2 | 15 | 8 | / | 8

Continuation.
Under each structure – HIF act | SKKanGAS inh | HSF1 inhib | HSP90 refold inh | IEC-6 cytotox | Platelet DG rel | AI-2 QS mod | aSyn 5UTR inh | KLF5 inh | HSF1 activator
CSc1ccc(Cl)c(C(=O)NCc2ccco2)c1
 : -0.2 | -4 | -4 | -1 | -5 | -5 | 1 | -3 | -11 | -23
COC1=C(c2ccccc2)C(=O)c2ccccc2C1=O
 : 0.3 | / | 1 | 0 | 4 | 2 | -5 | -31 | -18 | 15
CCOC(=O)c1oc2ccccc2c1NC(=O)COc1ccc(F)cc1
 : 0.2 | -14 | 5 | 0 | 0 | 3 | 24 | ? | 24 | 9
C=CCSC1=N/C(=C\c2ccc3c(c2)OCO3)C(=O)S1
 : -0.3 | 15 | -7 | 1 | 1 | 2 | 1 | -6 | -10 | -25
Cc1ccc2c(c1)nnn2C1CCN(C(=O)NCc2ccccc2)CC1
 : -0.2 | 4 | -19 | 2 | -2 | 1 | 15 | 6 | -13 | -4
Cc1ccc(S(=O)(=O)N2CCN(C(=O)c3ccccn3)CC2)cc1
 : -1.0 | -5 | -5 | -1 | 6 | 3 | 31 | -15 | -25 | 4
N=C1/C(=C/c2cccn2-c2ccc([N+](=O)[O-])cc2)C(=O)N=C2SC=CN12
 : -0.1 | 8 | -4 | 3 | -8 | -6 | 18 | 17 | 7 | -16
O=C(CCCc1cccs1)NCCc1c[nH]c2ccccc12
 : -12 | 0 | 3 | 0 | -4 | 2 | -16 | 20 | -32 | 13
CC(=O)c1sc(NC(=O)c2cnc(Cl)c(Cl)c2)nc1C
 : 0.0 | 18 | 13 | -1 | -5 | 12 | 29 | -128 | -7 | 25

Shown bar-delimited: entries from further up.
smiles | HIF act | SKKanGAS inh | HSF1 inhib | HSP90 refold inh | IEC-6 cytotox | Platelet DG rel | AI-2 QS mod | aSyn 5UTR inh | KLF5 inh | HSF1 activator
CC1(S(=O)(=O)O)CC(=O)c2ccccc2C1=O (stereo unspecified) | 0.1 | 23 | 1 | 2 | -4 | -3 | -9 | 8 | -22 | -1
Cc1ccc(NC(=O)c2ccc(NS(=O)(=O)c3ccc4[nH]c(=O)[nH]c4c3)cc2)nc1 | -2.4 | 10 | -3 | / | / | -1 | 17 | 5 | / | 11
COc1ccc(NC(=O)NC(C)C2CC3CCC2C3)cc1 (stereo unspecified) | 0.2 | -3 | -6 | 3 | 7 | 1 | 0 | -1 | -33 | -2
COc1ccc(CN2CCN(Cc3ccc4cc(F)ccc4n3)CC2CCO)c(C)c1C (stereo unspecified) | -0.7 | -5 | -33 | -3 | 4 | -3 | 5 | 34 | -14 | -47

From PubChem BioAssay
